# Screening results: PubChem, several laboratories
# MBD2 inh – MBD2-methylated oligo binding inhibition; Q9UBB5; TR-FRET, MBD2 binding to methylated oligonucleotide; inhibition, % at 4.4 µM; 370,000 compounds, 0.31% hits; AID 686964; in the data active = inhibition above about 13%
# PLCg1 inh – blocks human PLC-gamma1 enzyme activity. P19174. purified PLC-gamma1, fluorogenic substrate, fluorescence. inhibition, % at 12.2 µM. 370,000 compounds, 0.84% hits; in the data active = inhibition above about 9.5%
# DAX1 inh-1 – DAX1 (NR0B1) inhibition, primary screen | HEK293T StAR-luciferase reporter, SF-1/DAX-1 repression relief | inhibition, % at 6.8 µM | 370,000 compounds, 1.1% hits | AID 652010;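 active = inhibition above the mean over all tested compounds plus 3 SD, cut at about 3.6% in these data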;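 note: 0% = DAX-1 cells with DMSO and 100% = cells lacking DAX-1 with DMSO; higher inhibition means more luminescence from relief of DAX-1 repression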
# SMARCA2 act – increases SMARCA2 function in MMTV reporter cells; activation, % at 9.1 µM; 370,000 compounds, 1% hits; MG213 cells, MMTV-luciferase reporter, dexamethasone, overnight; in the data active = activation above about 7.8%;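 note: 0% = vehicle wells and 100% = reference activator wells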
# ssDAF-12 act – S. stercoralis DAF-12 activation, primary screen | 370,000 compounds, 1% hits | activation, % at 6.8 µM | HEK293 ssDAF-12/GRIP1 lit1-tk-luc reporter, luminescence; % of 3 µM dafachronic acid response;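 active = activation above the mean over all tested compounds plus 3 SD, cut at about 0.9% in these data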;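 note: 0% = DMSO-only wells and 100% = 3 µM delta7-dafachronic acid wells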
# hgDAF12 agonist – activates the H. glycines DAF-12 receptor ligand-binding domain | HEK293 GAL4-hgDAF12 UAS-luciferase reporter, agonist luminescence; normalized to butyrate control | activation, % at 6.8 µM | 370,000 compounds, 1.8% hits | AID 687014;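 active = activation above a cutoff set at the mean of all screened compounds plus 3 SD, cut at about 10% in these data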;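 note: 0% = DMSO wells and 100% = sodium butyrate wells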
# ADAM17 inh – ADAM17 inhibition, QFRET primary screen | P78536 | 370,000 compounds, 0.83% hits | inhibition, % at 6.95 µM | recombinant ADAM17, EDANS/DABCYL FRET peptide cleavage | AID 720648;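 active = inhibition above the mean of compounds lying between control limits plus 3 SD, set per campaign, cut at about 8.5% in these data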;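 note: 0% = DMSO-only wells as the low control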
# Target sequence (P78536 215-824 limits assumed): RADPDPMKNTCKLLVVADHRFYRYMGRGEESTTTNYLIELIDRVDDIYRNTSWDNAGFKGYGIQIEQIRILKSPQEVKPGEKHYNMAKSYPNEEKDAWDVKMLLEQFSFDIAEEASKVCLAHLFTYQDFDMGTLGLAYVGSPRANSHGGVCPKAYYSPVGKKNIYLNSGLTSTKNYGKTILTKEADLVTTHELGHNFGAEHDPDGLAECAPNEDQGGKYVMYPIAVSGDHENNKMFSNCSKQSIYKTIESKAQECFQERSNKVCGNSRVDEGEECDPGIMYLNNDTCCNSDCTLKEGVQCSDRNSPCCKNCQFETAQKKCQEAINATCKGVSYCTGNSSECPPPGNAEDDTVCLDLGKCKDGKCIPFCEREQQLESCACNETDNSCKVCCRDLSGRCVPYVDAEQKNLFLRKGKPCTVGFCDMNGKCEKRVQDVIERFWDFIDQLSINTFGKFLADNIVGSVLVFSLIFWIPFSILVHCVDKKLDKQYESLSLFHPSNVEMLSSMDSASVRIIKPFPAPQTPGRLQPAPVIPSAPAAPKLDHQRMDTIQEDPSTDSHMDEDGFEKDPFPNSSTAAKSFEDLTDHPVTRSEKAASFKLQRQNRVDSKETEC
# PLC-beta3 inh – inhibitors of human phospholipase C beta3. Purified PLC-beta3, fluorogenic substrate, fluorescence. 370,000 compounds, 0.18% hits. AID 720704. Q01970. inhibition, % at 12.2 µM; in the data active = inhibition above about 11%;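 note: 0% = median of compound wells on plate and 100% = full blocker control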
# DAX1 inh-2 – inhibits human nuclear receptor DAX1 | P51843 | HEK293 Gal4-DAX1 luciferase reporter, luminescence | inhibition, % at 6.75 µM | 340,000 compounds, 0.99% hits | AID 504766;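 active = inhibition above the mean over all tested compounds plus 3 SD, cut at about 4.2% in these data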;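 note: 0% = DAX1-transfected cells with DMSO and 100% = empty-vector control cells with DMSO; inhibition shows as a rise in luminescence from relieved DAX1 repression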
# Target sequence (P51843 207-470 limits assumed): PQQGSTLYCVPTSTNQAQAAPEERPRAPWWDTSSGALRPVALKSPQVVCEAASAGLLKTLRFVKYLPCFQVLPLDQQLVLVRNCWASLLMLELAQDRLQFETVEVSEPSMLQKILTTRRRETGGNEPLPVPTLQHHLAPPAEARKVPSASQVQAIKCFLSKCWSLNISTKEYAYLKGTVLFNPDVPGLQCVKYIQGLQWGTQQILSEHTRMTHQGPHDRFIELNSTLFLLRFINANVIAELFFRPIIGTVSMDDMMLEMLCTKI
# NR1D1 modulator – Rev-erb alpha (human) modulation; 370,000 compounds, 0.79% hits; activity, % at 10 µM; P20393; AID 1259318; Rev-erbα–FITC-DNA binding, fluorescence polarization, 90 min;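 active = activity above about 14%, limit read from the data; passing the limit was not always enough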;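 note: 0% = DMSO wells with 35 nM protein and 100% = DMSO wells with 750 nM protein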
# hcDAF-12 act – activates DAF-12 receptor from parasite H. contortus; HEK293 hcDAF-12 lit1-tk-luc reporter, luminescence; 0% DMSO, 100% Δ7-dafachronic acid; activation, % at 6.8 µM; 370,000 compounds, 1.4% hits; AID 652067;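 active = activation above the mean of all tested compounds plus 3 SD, cut at about 5.5% in these data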;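 note: 100% = response to 3 µM Δ7-dafachronic acid high control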
# * marks the source's active call; other numbers are inactive results; · = no result given. The order is random; about 7.4% have a hit in one of these screens.
SMILES,MBD2 inh,PLCg1 inh,DAX1 inh-1,SMARCA2 act,ssDAF-12 act,hgDAF12 agonist,ADAM17 inh,PLC-beta3 inh,DAX1 inh-2,NR1D1 modulator,hcDAF-12 act
O=S(=O)(/N=C(/Nc1ccccc1)C(F)(F)F)c1ccccc1,-3,9.6*,0.2,-4,-0.5,0.7,4,5,1.5,4,4.3
Cn1c(=O)oc2cc(S(=O)(=O)NCc3ccco3)ccc21,3,0,0.7,-2,-1.5,-2.2,-5,-1,0.4,5,-0.6
COC(=O)[C@@]12CCCCN1[C@H](c1ccc(-c3ccc(Cl)c(Cl)c3)c(OC)c1)[C@@H]1C(=O)N(C)C(=O)[C@@H]12,-4,3,0.4,0,-1.1,0.8,-5,0,1.2,3,-1.2
CSc1ccccc1C(=O)NC1CCCN(c2ccc(C(F)(F)F)cn2)C1 (stereo not given),-1,-1,0.0,-3,-0.7,2.2,-5,-10,0.0,1,0.6
O=C(COC(=O)C1CCN(S(=O)(=O)c2ccccc2)CC1)NCCc1ccccc1,0,3,-0.7,-2,-1.1,-3.3,-1,-7,0.1,-3,-0.5
COc1ccccc1CN(C)C(=O)c1cccc(S(=O)(=O)N2CCN(Cc3ccccc3)CC2)c1,3,1,-1.5,0,-0.8,0.5,1,-7,-0.5,1,0.8
Cc1ccccc1-n1c(=O)/c(=C\c2ccco2)s/c1=C(/C#N)C(=O)Nc1ccccc1,-2,-4,-0.2,2,-1.5,-0.4,1,-3,-1.1,-3,0.5
CCOC(=O)c1c(C)[nH]c(C)c1S(=O)(=O)N(C)CC(=O)Nc1cc(C)ccc1OC,2,2,-1.7,3,-1.4,-0.6,0,-2,-0.3,2,-1.0
CC(OC(=O)CCSc1ccccc1)C(=O)Nc1ccc(S(N)(=O)=O)cc1 (stereo not given),2,3,-0.8,0,0.1,1.4,2,1,-0.2,4,-0.8
CC(C)N(C(=O)CSc1nc2ccccc2n1Cc1ccccc1)C(C)C,-2,0,-0.1,1,-0.9,2.1,0,1,-0.2,-1,0.1
Cc1ccc(S(=O)(=O)N2CCCCC2C(=O)Nc2ccc(N(C)C)cc2)cc1 (stereo not given),3,3,-1.8,-2,-1.2,0.7,-1,1,-0.6,3,-0.3
C[C@H](NC(=O)C[C@@H]1C=C[C@@H](NC(=O)CN2CCOCC2)[C@@H](CO)O1)c1ccccc1,-2,3,0.2,-5,-0.5,2.2,-5,0,·,-4,1.8
CCCCOc1ccc(C(=O)NCC(=O)NCc2ccccn2)cc1,2,-6,-0.1,0,-1.4,1.4,-1,-5,0.6,-1,-1.4
CCOCCCn1c(=O)c(NC(=O)c2ccc(OCC)cc2)c2n(c1=S)CCCCC2,4,0,0.0,-2,-1.5,1.8,-4,3,-0.1,1,-1.7
COc1ccc(CCc2ccnc3ccccc23)cc1,-4,-2,-2.1,-4,-1.2,0.1,1,-2,-0.7,-2,-0.5
CCn1nc(C)c(CN2CCC(C(=O)Nc3cccc(-c4cccc(Cl)c4)c3)CC2)c1C,3,1,3.0,0,-0.9,1.3,0,-2,-0.8,4,0.9
Cc1cnc(C(=O)NC2CC(C)(C)Cc3c2cnn3-c2ccccc2)cn1 (stereo not given),-4,2,2.2,-1,-0.7,-2.1,-1,-3,0.0,-5,-1.4
CCN1CCCC1CNC(=O)CS(=O)(=O)Cc1nc(-c2ccccc2C)oc1C (stereo not given),-6,1,1.6,2,-1.0,-0.1,1,-3,0.5,6,1.7
NC(=O)C1(N2CCCCC2)CCN(C(=O)c2cc(COc3c(F)cccc3F)on2)CC1,3,1,0.1,0,-1.3,-0.1,0,-2,-0.1,9,-0.5
CCCCCCN1C[C@@H](n2cc(C3CC3)nn2)[C@H](O)C[C@@H]1c1ccccc1,5,0,1.8,6,-1.2,5.4,-2,3,1.0,-1,-2.4
COc1ccccc1NC(=O)COc1ccc(Br)cc1CO,1,2,-0.4,1,-1.7,-1.9,-4,1,-1.8,-2,0.7
Cc1nc(COC(=O)c2ccc(CO)cc2)cs1,-1,0,-0.2,-2,-1.2,0.1,-3,-1,-0.7,6,-0.7
CCOC(=O)c1cnn(-c2nc(OC)cc(OC)n2)c1C(F)(F)F,0,3,-0.3,8,-0.5,-0.6,-1,1,-0.4,2,-1.3
O=c1[nH]c2c(cnn2-c2ccc(Cl)cc2)c(=O)n1-c1cccc(Cl)c1,3,-1,0.3,1,-0.4,0.8,-4,-8,-0.8,0,1.5
CC(NC(=O)CSc1ncccc1C(=O)O)C1CC2CCC1C2 (stereo not given),0,2,-0.1,3,-0.9,-0.3,-1,-2,5.1*,6,-0.5
NC(=O)c1ccc(Nc2nc(C(N)c3ccccc3Cl)cs2)cc1 (stereo not given),-1,-30,0.3,-1,-1.0,3.7,-6,-37,·,6,-0.5
CC(C)(C(=O)Nc1nccs1)c1ccccc1,-3,1,-0.1,1,-1.7,0.6,-3,-5,0.0,0,-1.0
Cc1cc(C)cc(OCc2nnc(SCC(=O)c3ccccc3)o2)c1,3,0,-0.5,-2,-0.6,-1.1,-3,-2,0.6,0,0.5
Cc1cc(C)nc(SCCCNCc2ccc(Br)cc2)n1,-2,3,-0.1,1,-0.2,0.2,-1,-3,-0.4,4,-0.4
Cc1nn(C)c(C)c1CCC(=O)N1CCCC(C(=O)c2cccc(OC(C)C)c2)C1 (stereo not given),0,1,-0.2,-2,-1.4,-5.4,0,-4,0.2,0,-2.1
O=C(CN1CCN(c2ccccc2O)CC1)Nc1ccc2c(c1)CCC2,1,-4,-0.5,-4,-1.4,-1.3,0,-3,0.9,3,-0.8
O=C(CSc1c[nH]c2ccccc12)NCC1CCCO1 (stereo not given),-8,3,-0.5,-1,1.5*,0.0,-3,0,1.1,-3,9.6*
CCc1ccc(NC(=O)c2ccc(F)c(S(=O)(=O)N(CC)c3ccccc3)c2)cc1,-2,3,-2.2,-3,-2.4,-1.4,3,2,-1.1,-5,-5.2
CN(CC(=O)Nc1ccccc1C(F)(F)F)C(=O)C1=COCCO1,1,0,1.2,-4,-1.2,0.0,3,-7,-0.4,-1,0.0
CCCC(=O)N1CCCC1(C)C(=O)Nc1ccc(C)c(C)c1 (stereo not given),5,-2,0.3,-1,-0.2,2.5,-2,0,·,5,2.2
S=C(Nc1ccccc1Cl)N1CCCC(c2ccccc2)=N1,-2,2,-0.6,-2,-1.0,0.7,0,-3,-0.1,3,1.0
N#Cc1cnc(Nc2ccc(F)cc2)nc1N,-3,6,-0.5,-2,-1.4,3.4,0,3,-1.4,2,0.9
COc1ccc(S(=O)(=O)N2CCN(Cc3cc(OC)c(OC)c(OC)c3)CC2)cc1,-4,3,0.3,1,-1.5,-0.6,1,-4,0.5,-4,-1.6
COC(=O)C(C)Oc1ccc(Cl)c(CN2OCC(C)(C)C2=O)c1 (stereo not given),-4,2,0.8,2,-1.6,-2.1,0,-5,1.5,-4,0.3
CS(=O)(=O)Nc1cccc(C2=NN(C(=O)c3ccco3)C(c3ccco3)C2)c1 (stereo not given),-4,0,-1.0,-1,-1.1,1.0,2,-6,-0.1,3,0.3

# 2 entries from above, set out differently:
# Values in the order – MBD2 inh, PLCg1 inh, DAX1 inh-1, SMARCA2 act, ssDAF-12 act, hgDAF12 agonist, ADAM17 inh, PLC-beta3 inh, DAX1 inh-2, NR1D1 modulator, hcDAF-12 act
- NC(=O)c1ccc(Nc2nc(C(N)c3ccccc3Cl)cs2)cc1 (stereo not given)
 : -1, -30, 0.3, -1, -1.0, 3.7, -6, -37, ·, 6, -0.5
- COc1ccc(CCc2ccnc3ccccc23)cc1
 : -4, -2, -2.1, -4, -1.2, 0.1, 1, -2, -0.7, -2, -0.5

# Back to the main list, starting four compounds before the break.
SMILES,MBD2 inh,PLCg1 inh,DAX1 inh-1,SMARCA2 act,ssDAF-12 act,hgDAF12 agonist,ADAM17 inh,PLC-beta3 inh,DAX1 inh-2,NR1D1 modulator,hcDAF-12 act
N#Cc1cnc(Nc2ccc(F)cc2)nc1N,-3,6,-0.5,-2,-1.4,3.4,0,3,-1.4,2,0.9
COc1ccc(S(=O)(=O)N2CCN(Cc3cc(OC)c(OC)c(OC)c3)CC2)cc1,-4,3,0.3,1,-1.5,-0.6,1,-4,0.5,-4,-1.6
COC(=O)C(C)Oc1ccc(Cl)c(CN2OCC(C)(C)C2=O)c1 (stereo not given),-4,2,0.8,2,-1.6,-2.1,0,-5,1.5,-4,0.3
CS(=O)(=O)Nc1cccc(C2=NN(C(=O)c3ccco3)C(c3ccco3)C2)c1 (stereo not given),-4,0,-1.0,-1,-1.1,1.0,2,-6,-0.1,3,0.3
CCOC(=O)[C@@H](NC(=O)/C=C/[C@H]1O[C@@H](n2ccc(=O)[nH]c2=O)[C@H](O)[C@@H]1O)C(C)C,4,-3,0.7,-4,-1.0,-0.4,-2,-5,·,-7,2.0
O=C(Nc1cccc(Cl)c1)C1CCCCC1,4,3,-0.3,2,-1.0,1.3,-2,-1,0.6,0,-0.6
Cc1nccn1-c1ccc(NC(=O)[C@H]2O[C@@H](n3ccc(N)nc3=O)[C@H](O)[C@@H]2O)cc1,-4,-1,-0.6,-1,-0.2,0.3,-5,1,·,1,1.0
COCc1cc(=O)[nH]c(/N=C(\N)Nc2ccc(Cl)c(Cl)c2)n1,3,3,0.0,-3,-0.1,-0.1,1,-1,·,0,-0.2
Cc1cc(N/C=C(\C#N)S(=O)(=O)c2ccccc2Cl)nc(C)n1,8,-2,0.2,-3,-1.4,1.1,-5,-11,-0.1,-1,0.9
Cc1cc(C(=O)NNc2ccc(F)cc2F)no1,-2,2,0.2,-2,-0.8,-2.3,-2,-4,7.6*,-1,-1.6
CNC(=O)C(=O)NCC1OCCCN1S(=O)(=O)c1ccc(F)cc1C (stereo not given),1,-1,1.2,1,-0.8,0.6,-2,-5,0.5,0,0.6
Cc1cc(C(=O)NNC(=O)c2cccc(N(C)C)c2)c(C)o1,0,-17,0.0,0,-1.0,4.0,-3,-26,-0.1,-3,0.6
